HT1080-NT tox: kills 2HG-producing HT-1080-NT fibrosarcoma cells. Potency, µM (doses to about 46.1 µM), for inactives: top-dose activity, negative = less viability, most hits filed as cytotoxic. HT-1080-NT fibrosarcoma viability, CellTiter-Glo ATP luminescence, 48 h. actives 1.6% (n = 360,000). AID 686970;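 note: NT is the 2HG producing partner of a matched IDH1 knockdown line; potency is the fitted concentration of half-maximal effect; 0% = DMSO-treated cells and -100% = media-only wells without cells; nearly all actives have a fitted effect of over 55% in size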
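Luminescent CellTiter-Glo readout after 48 hours of compound exposure at 37 degrees C defined viability of HT-1080-NT cells. Activity was normalized to DMSO wells and cell-free media wells; concentration-response curves were fitted and assigned curve classes.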
SW480 rereplic: induces DNA re-replication in SW480 colon adenocarcinoma cells; SW480 DNA re-replication, Hoechst DNA content imaging, 48 h; Potency, µM (highest dose often 46.1 µM), inactives show at the top dose re-replication activation, most hits filed as activators; actives 1.8% (n = 340,000); note: potency is the fitted concentration of half-maximal effect; % of control where 0% means no effect; nearly all actives have a fitted effect of over 55% in size
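First, 250 cells per well were seeded. Next, compound or vehicle (23 nL) was pinned in, plates sat 48 hr at 37 C. Finally Hoechst was added for 40 min before fluorescence scanning.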
KB-V1 MDR tox: KB-V1 MDR subline cytotoxicity | KB-V1 MDR cells viability, CellTiter-Glo, 72 h | Potency, µM (top dose mostly 46.1 µM), without a hit: at the top dose activity change, negative = cytotoxicity, usual class: cytotoxic | actives 3.4% (n = 400,000) | AID 1347076; note: potency is the fitted concentration of half-maximal effect; % is set by controls: 0 for no effect and ±100 for the full control effect; nearly all actives have a fitted effect of over 60% in size
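Luminescent ATP read-out (CellTiter-Glo, 10 min) measures survival of drug-selected KB-V1 MDR cells after 72 h, 37 degrees C compound exposure. Medium: phenol-red-free DMEM, 10% FBS. Values from fitted concentration-response curves.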
MCF10A rereplic: induces DNA re-replication in MCF 10a normal breast cells. MCF 10A DNA re-replication, Hoechst nuclear intensity, 48 h. Potency, µM (top dose mostly 46.1 µM), without a hit: at the top dose activity, positive = re-replication, hits mostly activators. actives 2.9% (n = 350,000). AID 624296; note: potency is the fitted concentration of half-maximal effect; % of control where 0% means no effect; nearly all actives have a fitted effect of over 50% in size
GLP1R cytotox: cytotoxicity in counter-screen for GLP-1R inverse agonists. HEK293 cAMP-luciferase reporter cells, luminescence, 24 h. Potency, µM (top dose mostly 38.3 µM), without a hit: top-dose activity change, negative = inhibition, actives largely listed as inhibitors. actives 0.13% (n = 410,000);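 note: loss of luciferase light is scored as toxicity; potency is the fitted concentration of half-maximal effect; % is set by controls: 0 for no effect and ±100 for the full control effect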
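Luminescence readout: signal drop marks cytotoxicity. Plated cells grew 12 h at 37 °C, 5% CO2, received 23 nL compound for 24 h, then got luciferase reagent, read after 12 min at RT.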
IL-1B inflam inh: inflammasome signaling inhibition, IL-1 beta readout; THP-1 LPS/ATP IL-1B secretion, AlphaLISA, 16 h; hits give low values; activity change, % at 57.5 µM; actives 4.7% (n = 360,000); in the data active = activity change below about -50%; inconclusive = mostly about -30% to -49%; note: % is set by controls: 0 for no effect and ±100 for the full control effect
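THP-1 cells pretreated 1 hr with compounds (up to 57.5 uM final), then stimulated with LPS (250 ng/mL final) plus ATP (1.25 mM final); secreted IL-1B measured by AlphaLISA after 16 hr, decreased signal indicating inhibition.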
HT1080 IDH1KD tx: kills HT-1080 cells with IDH1 knockdown | AID 686971 | actives 2% (n = 360,000) | HT-1080 IDH1 knockdown viability, ATP luminescence, 48 h | Potency, µM (titrated, usually from 46.1 µM), inactives show at the highest dose activity, negative = toxicity, hits mostly cytotoxic;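 note: potency is the fitted concentration of half-maximal effect; 0% = DMSO wells and -100% = cell-free medium wells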
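HT-1080-IDH1KD cells (IDH1 knocked down), 750/well in RPMI with 5% FBS, treated with compound 48 h at 37 degrees C. Viability by CellTiter-Glo luminescence, normalised to DMSO and no-cell wells; concentration-response curves classed.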
D3 ag: activates the human D3 dopamine receptor; P35462; D3R DiscoveRx beta-arrestin cells, luminescence, 90 min; max activation, %; actives 0.58% (n = 410,000); AID 652048; in the data active = max activation above about 30%; note: 0% is about no effect; mostly tested at two doses, the higher about 12 µM
Target sequence (P35462 whole entry, looked up): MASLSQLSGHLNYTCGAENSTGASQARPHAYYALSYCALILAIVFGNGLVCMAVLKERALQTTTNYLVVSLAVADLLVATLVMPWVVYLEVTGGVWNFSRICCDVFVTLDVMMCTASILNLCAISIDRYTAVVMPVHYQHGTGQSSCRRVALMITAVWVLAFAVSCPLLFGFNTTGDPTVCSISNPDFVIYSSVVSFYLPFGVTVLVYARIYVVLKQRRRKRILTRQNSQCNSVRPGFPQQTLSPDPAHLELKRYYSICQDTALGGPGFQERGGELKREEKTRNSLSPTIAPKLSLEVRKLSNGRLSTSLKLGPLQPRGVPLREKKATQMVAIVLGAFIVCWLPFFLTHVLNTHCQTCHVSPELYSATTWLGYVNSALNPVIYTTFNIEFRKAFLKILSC
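Agonist-mode cell screen: cells plated at 1500/well and incubated overnight at 37 °C, then exposed to library compounds for 90 min at 37 °C. Detection reagent was added for 30–60 min at room temperature, and luminescence was read.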
KB-3-1 tox: KB-3-1 parental cell cytotoxicity | AID 1347075 | Potency, µM (series often up to 46.1 µM), for inactives: at the highest dose activity change, negative = cytotoxic, actives largely listed as cytotoxic | KB-3-1 viability, CellTiter-Glo ATP luminescence, 72 h | actives 1.4% (n = 400,000); note: potency is the fitted concentration of half-maximal effect; % is set by controls: 0 for no effect and ±100 for the full control effect; nearly all actives have a fitted effect of over 60% in size
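Parental KB-3-1 adenocarcinoma cells in phenol-red-free DMEM with 10% FBS were pin-treated with compounds at several concentrations, incubated 72 h at 37 °C, and viability read by CellTiter-Glo luminescence; concentration-effect curves were fitted after normalization.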
* hit, by the source's call; ? = inconclusive; / = not tested or not shown; & = joins results of further samples; [ ] = another dose, or the depositor's remark. Unless noted, calls come from the whole dose curve; as a rule, active = well fitted curve in the direction sought with a large enough effect; inconclusive = small, poorly fitted or top-dose-only effect, or another doubt; inactive = no such curve, though single readings can be large; an effect the other way counts as inactive or inconclusive.

SMILES | HT1080-NT tox | SW480 rereplic | KB-V1 MDR tox | MCF10A rereplic | GLP1R cytotox | IL-1B inflam inh | HT1080 IDH1KD tx | D3 ag | KB-3-1 tox
CC1(C)CC(Nc2ccc(Nc3ccccc3)cc2)CC(C)(C)N1 | ? | 3% | 9% | ? | ? | -81* | -25% | 2 | -1%
Cn1c(CN2CCOCC2)nnc1SCC(=O)Nc1cc(Cl)ccc1Cl | -3% | -5% | -36% | 3% | 10% | 12 | 8% | -5 | 6%
CC1CN(Cc2ccco2)C(=S)N(c2ccccc2)C1=O (configuration not stated) | 0% | -2% | / | 23% | 0% | 3 | 0% | -7 | /
CCOC(=O)c1ccc(Oc2nc(N(C)C)nc(N(C)C)n2)cc1 | 1% | 0%[9.22 µM] | -2% | -1% | -2% | -11 | -3% | 1 | 24%
N#Cc1ccc(OCC(=O)Nc2cc(S(=O)(=O)N3CCOCC3)ccc2N2CCCC2)cc1 | -4% | ? | 0% | ? | 3% | -24 | -2% | 0 | 11%
CCCc1nc2ccccc2c2nc(N)nn12 | -4% | -1% | -12% | 3% | 7% | 11 | -18% | 15 | 0%
Cn1c(SCC(=O)NCc2ccco2)nnc1-c1c[nH]c2ccccc12 | 0% | 0% | -17% | 1% | -8% | 10 | 1% | 2 | 5%
CN1CCN(C(=O)c2cc3nc(-c4ccccc4)cc(C(F)(F)F)n3n2)CC1 | -2% | 0% | -6% | -1% | 15% | -11 | -1% | -4 | -12%
CSc1cccc(N2C(=O)N(CC(=O)NCc3ccccc3Cl)c3ccccc3S2(=O)=O)c1 | / | / | 27% | / | -15% | / | / | 4 | -2%
NC(=O)C1CCCN(CCc2ccccc2)C1 (configuration not stated) | 8% | -6% | 2% | -4% | 5% | 6 | 3% | -13 | -4%

Three compounds from above, ordered by molecular weight, low to high:
SMILES | HT1080-NT tox | SW480 rereplic | KB-V1 MDR tox | MCF10A rereplic | GLP1R cytotox | IL-1B inflam inh | HT1080 IDH1KD tx | D3 ag | KB-3-1 tox
CCOC(=O)c1ccc(Oc2nc(N(C)C)nc(N(C)C)n2)cc1 | 1% | 0%[9.22 µM] | -2% | -1% | -2% | -11 | -3% | 1 | 24%
Cn1c(CN2CCOCC2)nnc1SCC(=O)Nc1cc(Cl)ccc1Cl | -3% | -5% | -36% | 3% | 10% | 12 | 8% | -5 | 6%
CSc1cccc(N2C(=O)N(CC(=O)NCc3ccccc3Cl)c3ccccc3S2(=O)=O)c1 | / | / | 27% | / | -15% | / | / | 4 | -2%

The listing picks up, repeating the four entries before the break.
SMILES | HT1080-NT tox | SW480 rereplic | KB-V1 MDR tox | MCF10A rereplic | GLP1R cytotox | IL-1B inflam inh | HT1080 IDH1KD tx | D3 ag | KB-3-1 tox
Cn1c(SCC(=O)NCc2ccco2)nnc1-c1c[nH]c2ccccc12 | 0% | 0% | -17% | 1% | -8% | 10 | 1% | 2 | 5%
CN1CCN(C(=O)c2cc3nc(-c4ccccc4)cc(C(F)(F)F)n3n2)CC1 | -2% | 0% | -6% | -1% | 15% | -11 | -1% | -4 | -12%
CSc1cccc(N2C(=O)N(CC(=O)NCc3ccccc3Cl)c3ccccc3S2(=O)=O)c1 | / | / | 27% | / | -15% | / | / | 4 | -2%
NC(=O)C1CCCN(CCc2ccccc2)C1 (configuration not stated) | 8% | -6% | 2% | -4% | 5% | 6 | 3% | -13 | -4%
O=C1C2CC=CCC2C(=O)N1c1n[nH]c(CCc2ccccc2)n1 (configuration not stated) | -3% | -11% | -3% | 3% | 8% | 3 | -2% | 7 | 12%
CCCCC[C@H]1CN(Cc2ccc(OC)cc2)C(=O)[C@@H]1CC(=O)NCc1ccccc1 | -12% | 4% | ? | 0% | -6% | -10 | -6% | -6 | -27%&-22%
O=C1OC(CCl)CN1Cc1ccc([N+](=O)[O-])cc1 (configuration not stated) | 15% | 1% | 0% | 5% | -2% | -13 | 1% | 10 | -4%
COc1cccc(-n2c(SCC(=O)NCC3CCCO3)nc3c([nH]c4ccccc43)c2=O)c1 (configuration not stated) | -14% | 0% | -22% | 4% | -8% | -14 | -13% | -4 | 24%
COc1cc(Cn2c(-c3ccc(O)c(OC)c3)nc3ccccc32)ccc1O | 0% | -17% | ? | 20% | -2% | -7 | -17% | -5 | -9%
CC(OC(=O)c1cc2sccc2n1C)C(=O)NCc1ccc2c(c1)OCO2 (configuration not stated) | 13% | 3% | 2% | 29% | 3% | -3 | 4% | -5 | 2%
CCCN1CCC(=NNC(=O)c2ccc(Br)o2)CC1 | 2% | -18% | 5% | 8% | -3% | 14 | -2% | 11 | 8%
CCOC(=O)NC(=O)C(=CNNc1ncc(C(F)(F)F)cc1Cl)C(=O)NC(=O)OCC | 11% | -9% | -1% | 13% | 1% | -3 | 12% | 1 | -8%
CC1=NN(c2ccccc2)C(=O)/C1=C\c1cc(C)n(C)c1C | -1% | -4% | -11% | 7% | 3% | -2 | 3% | -22 | 5%
C/C(=N\NC(=S)NC1CCCCC1)c1ccc(C)o1 | -1% | ? | -13% | 4% | ? | -12 | -3% | 2 | -1%
CC(C)(CNS(=O)(=O)c1cccs1)N1CCOCC1 | 10% | 4% | 3% | 3% | -4% | 2 | 9% | 1 | 7%
COCCN=c1scc(-c2ccco2)n1/N=C/c1ccc(O)c(O)c1O | -8% | ? | ? | -6% | ? | 33 | -14% | 117* | -2%
CCOc1ccc(C(=O)c2oc3ccccc3c2NC(=O)Cc2coc3cc(C)cc(C)c23)cc1 | / | / | 13% | / | 0% | / | / | -8 | 1%
CCC(C(=O)N1CCN(c2ncccn2)CC1)c1ccccc1 (configuration not stated) | -2% | 22% | -10% | -3% | 5% | 32 | 0% | 0 | 14%
Cc1cc(Cl)ccc1Nc1ncnc2onc(C)c12 | / | / | ? | / | 2% | / | / | 5 | -10%
CC(C)NC(=O)c1cnc(N2CCN(c3ccccn3)CC2)c2ccccc12 | -4% | 5% | ? | 5% | -6% | -5 | -13% | -4 | -1%
Cc1ccc(NC(=O)CCC(=O)N2Cc3ccccc3Oc3ncccc32)cc1Cl | / | / | 0% | / | 8% | / | / | -13 | 0%
CC(C)(C)c1ccc(CSc2nc3c(c(=O)[nH]2)CCCC3)cc1 | / | / | -12% | / | 5% | / | / | 8 | -10%

Assay outcomes: PubChem, National Center for Advancing Translational Sciences (NCATS)
